PI4K2A block: qHTS for small molecular inhibitors of PI4K2A. Phosphatidylinositol 4-kinase type 2-alpha (Homo sapiens), Q9BTU6. purified PI4K2A, ADP-Glo luminescence, 1 h; active compounds read low. activity change, negative = inhibition, % at 76.9 µM. actives 0.13% (n = 420,000); in the data active = activity change below about -50%; inconclusive = mostly about -30% to -49%;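 note: -100% = wells without enzyme as full effect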
Target sequence (Q9BTU6 whole entry, looked up): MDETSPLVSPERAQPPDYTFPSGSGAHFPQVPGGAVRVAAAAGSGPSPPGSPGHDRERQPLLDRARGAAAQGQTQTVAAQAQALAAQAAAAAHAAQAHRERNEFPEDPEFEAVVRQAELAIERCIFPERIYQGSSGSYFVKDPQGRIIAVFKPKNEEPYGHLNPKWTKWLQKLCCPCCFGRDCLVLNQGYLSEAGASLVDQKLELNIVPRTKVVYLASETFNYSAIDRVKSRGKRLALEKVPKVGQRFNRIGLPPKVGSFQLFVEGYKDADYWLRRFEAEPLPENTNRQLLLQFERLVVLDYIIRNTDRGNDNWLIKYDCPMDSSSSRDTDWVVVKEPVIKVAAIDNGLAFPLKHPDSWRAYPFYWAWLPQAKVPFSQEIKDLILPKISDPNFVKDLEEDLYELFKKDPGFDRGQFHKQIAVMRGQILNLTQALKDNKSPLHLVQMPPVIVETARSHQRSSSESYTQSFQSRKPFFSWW
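PI4K2A activity was measured by ADP-Glo luminescence: enzyme (4 ug/mL stock) and phosphatidylinositol (1.2 mM stock) in Tris pH 7.5/MgCl2/EGTA/Triton X-100 buffer were reacted with ATP (300 microM stock) for one hour at ambient temperature.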
GLS inh: qHTS for Inhibitors of Glutaminase (GLS); actives 0.21% (n = 410,000); GLS enzymatic activity, qHTS titration; Potency, µM (highest dose often 45.5 µM), for the others: at the top dose activity change, negative = inhibition, usual class: inhibitors; AID 624170, 2012; note: potency is the fitted concentration of half-maximal effect; % is set by controls: 0 for no effect and ±100 for the full control effect
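Assay buffer: 45 mM KH2PO4 pH 8.2, 0.02% Tween-20. hKGA acts on L-glutamine (1 mM solution added); product glutamate is reported by an oxidase/peroxidase Amplex Red coupling, with fluorescence taken at baseline and 30 min.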
JMJD2A Tudor inh: qHTS Assay for Inhibitors of JMJD2A-Tudor Domain; AlphaScreen JMJD2A-Tudor / H3K4me3 peptide binding; Lysine-specific demethylase 4A (Homo sapiens), O75164; AID 504339, 2011; Potency, µM (series often up to 114 µM), for the others: at the highest dose activity change, negative = inhibition, hits mostly inhibitors; actives 4.4% (n = 390,000); note: potency is the fitted concentration of half-maximal effect; % is set by controls: 0 for no effect and ±100 for the full control effect; nearly all actives have a fitted effect of over 50% in size
ERG-DNA inh: qHTS for Small Molecule Inhibitors of the ERG Ets/DNA interaction; actives 0.028% (n = 370,000); fluorescence polarization, His-ERG Ets domain / labelled DNA; Potency, µM (doses to about 76.9 µM), without a hit: at the top dose FP activity, negative = inhibition, most hits filed as inhibitors; Transcriptional regulator ERG (Homo sapiens), P11308; AID 624246, 2012; active = well fitted inhibition curve with a large enough effect in the polarisation, with a control signal flat; inconclusive = small, poorly fitted or top-dose-only effect, or effect the other way, or a change in a side signal; inactive = no such curve, though single readings can be large or run the other way; the % refers to the polarisation;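 note: polarization taken with two DNA probes labelled with fluorescein and Texas red; potency is the fitted concentration of half-maximal effect; % of control where 0% means no effect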
Target sequence (P11308 whole entry, looked up, the tested form may be a part): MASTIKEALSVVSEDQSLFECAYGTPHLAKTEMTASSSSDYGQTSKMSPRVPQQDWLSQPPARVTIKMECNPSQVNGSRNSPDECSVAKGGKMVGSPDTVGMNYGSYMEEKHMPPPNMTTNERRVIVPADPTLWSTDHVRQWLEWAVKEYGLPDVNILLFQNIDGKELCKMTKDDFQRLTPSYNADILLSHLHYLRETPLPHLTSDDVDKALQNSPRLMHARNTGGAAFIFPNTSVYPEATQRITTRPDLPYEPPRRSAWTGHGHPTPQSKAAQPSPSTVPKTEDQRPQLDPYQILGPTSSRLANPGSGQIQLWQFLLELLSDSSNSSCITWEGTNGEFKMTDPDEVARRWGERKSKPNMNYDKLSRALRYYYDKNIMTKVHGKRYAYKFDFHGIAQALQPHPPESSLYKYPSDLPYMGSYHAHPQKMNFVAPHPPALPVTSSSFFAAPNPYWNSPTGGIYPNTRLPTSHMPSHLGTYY
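His-tagged ERG Ets domain (1 uM in the protein solution; 300mM KCl, 50mM Tris-HCl, 1mM EDTA, 1mM DTT, pH 7.5) received compound, then a probe mix of 5 nM fluorescein-DNA and 100nM Texas-615-DNA. Fluorescence polarization was read for both dyes.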
Pin1 inh: qHTS Assay to Find Inhibitors of Pin1; Peptidyl-prolyl cis-trans isomerase NIMA-interacting 1 (Homo sapiens), Q13526; Pin1 FP peptide displacement, HiFluor488, 10 min; Potency, µM (top dose mostly 115 µM), without a hit: at the highest dose activity, negative = inhibition, most hits filed as inhibitors; actives 0.009% (n = 390,000); AID 504891, 2011; active = well fitted inhibition curve with a large enough effect in the polarisation, with a control signal flat, not every such curve was filed as active; inconclusive = small, poorly fitted or top-dose-only effect, or effect the other way, or a change in a side signal; inactive = no such curve, though single readings can be large or run the other way; the % refers to the polarisation; note: potency is the fitted concentration of half-maximal effect; % is set by controls: 0 for no effect and ±100 for the full control effect
Tb PGK inh: qHTS Assay to Find Inhibitors of Phosphoglycerate Kinase; Phosphoglycerate kinase, glycosomal (Trypanosoma brucei brucei), P07378; PGK/GAPDH coupled, Kinase-Glo luminescence, 60 min; Potency, µM (titrated, usually from 57.5 µM), without a hit: top-dose activity change, negative = inhibition, most hits filed as inhibitors; actives 0.043% (n = 380,000); note: potency is the fitted concentration of half-maximal effect; % is set by controls: 0 for no effect and ±100 for the full control effect; nearly all actives have a fitted effect of over 60% in size
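Recombinant glycosomal PGK reaction used 1,3-bisphosphoglycerate generated in-well by GAPDH (100nM final) in 100mM TEA pH 7.6, 5mM MgCl2, 0.01% Tween-20. After 60 minutes at room temperature, ATP was read by Kinase-Glo Plus luminescence end-point.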
G9a inh: qHTS Assay for Inhibitors of Histone Lysine Methyltransferase G9a | Histone-lysine N-methyltransferase EHMT2 (Homo sapiens), Q96KQ7 | G9a H3K9 monomethylation, AlphaScreen, 2 h | Potency, µM (doses to about 102 µM), for inactives: top-dose activity, negative = inhibition, actives largely listed as inhibitors | actives 8.8% (n = 350,000); note: potency is the fitted concentration of half-maximal effect; % is set by controls: 0 for no effect and ±100 for the full control effect; nearly all actives have a fitted effect of over 75% in size
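AlphaScreen detection with an anti-monomethyl H3K9 antibody quantified product after a 2 h room-temperature reaction containing 500 nM biotinylated H3K9 peptide, 20 µM SAM and 20 nM enzyme, which had been preincubated 15 min with compound.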
HP1b chromo inh: HTS for Inhibitors of HP1-beta Chromodomain Interactions with Methylated Histone Tails | Chromobox protein homolog 1 (Homo sapiens), P83916 | AlphaScreen HP1-beta / biotin-H3K9me3 peptide binding | Potency, µM (highest dose often 114 µM), without a hit: at the highest dose activity change, negative = inhibition, most hits filed as inhibitors | actives 0.56% (n = 390,000) | AID 540317, 2011; note: potency is the fitted concentration of half-maximal effect; nearly all actives have a fitted effect of over 70% in size; inactives centre near 23
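Compound inhibition of the preformed complex between 50 nM HP1-beta and 50 nM biotinylated H3K9me3 peptide was read by AlphaScreen. Buffer was PBS pH 7.4 with 0.01% Tween-20. Incubations ran 30 min at room temperature, with 10 ug/mL donor/acceptor beads.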
BAZ2B block: qHTS Assay for Inhibitors of BAZ2B; actives 4.4% (n = 360,000); AID 504333, 2011; Potency, µM (titrated, usually from 114 µM), without a hit: top-dose activity change, negative = inhibition, most hits filed as inhibitors; AlphaScreen BAZ2B-H3K14Ac peptide displacement; note: potency is the fitted concentration of half-maximal effect; % is set by controls: 0 for no effect and ±100 for the full control effect; nearly all actives have a fitted effect of over 60% in size
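BAZ2B 50 nM plus b-H3(5-23)K14Ac 50 nM, PBS pH 7.4/0.01% Tween-20, 30 min RT; compound added (max 110 uM), 30 min RT; streptavidin donor/Ni-chelate acceptor beads 10 ug/mL final, 20 min dark; AlphaScreen read.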
* marks the source's active call; other numbers are inactive results; i = inactive; ? = inconclusive; · = no result given; & = joins results of further samples; [ ] = dose if it differs, or a comment. Unless noted, calls come from the whole dose curve; as a rule, active = well fitted curve in the direction sought with a large enough effect; inconclusive = small, poorly fitted or top-dose-only effect, or another doubt; inactive = no such curve, though single readings can be large; an effect the other way counts as inactive or inconclusive.

SMILES	PI4K2A block	GLS inh	JMJD2A Tudor inh	ERG-DNA inh	Pin1 inh	Tb PGK inh	G9a inh	HP1b chromo inh	BAZ2B block
CC(=O)Nc1ccc(/C(C)=N/NC(=O)c2ccccc2Cl)cc1	1	-7%	-9%	?	-5%	-1%	4%[59 µM]	31%	2%
Cc1nc2c(c(SCC(=O)Nc3ccccc3C(F)(F)F)n1)CCC2	-2	7%	6%	-4%	1%	0%	7%[59 µM]	41%[activator]	-3%
COc1ccc2c(c1)CCN=C2Cc1ccc(OC)c(OC)c1	-2	27%	-20%	11%	2%	-10%	4µM*	20%	-7%
Cc1c(NC(=O)CSCc2ccco2)c(=O)n(-c2ccccc2)n1C	-3	-4%	-9%	3%	-6%	i	0%	16%	-13%
CCN(CC)C(=O)COC(=O)C1CCN(S(=O)(=O)c2ccc3c(c2)OCCO3)CC1	0	1%	0%	-20%	5%	-9%	11%[59 µM]	33%	-2%
CC12CCC(C(=O)NNC(=O)c3ccc(Br)cc3)(OC1=O)C2(C)C (stereo not drawn)	6	-9%	-16%	-7%	1%	i	-16%	14%	-1%
CCCc1c(C)[nH]c2ccccc2c1=O	-10	-4%	12%	-1%	4%	-3%	23%	27%	-7%
COC(=O)C(C)Sc1snnc1-c1ccccc1 (stereo not drawn)	4	1%	13%	0%	5%	-10%	-32%[59 µM]	51%[activator]	3%
CS(=O)(=O)c1ccc2nc(NC(=O)CN3CCOCC3)sc2c1	5	10%	-8%	-12%	1%	-4%	?	16%	-36%
CCSC(=O)N1c2ccc(OC)cc2C=CC1C#N (stereo not drawn)	17	9%	-17%	-1%	9%	1%	·	23%	·
Brc1ccc(Oc2nnnn2-c2ccccc2)cc1	4	-10%	43%[activator]	-10%	0%	-1%	71%[activator]	110%[activator]	58%[activator]
N#C/C(=N\Nc1ccc(S(=O)(=O)N2CCOCC2)cc1)C(N)=S	0	?	?	1%	6%	i	0.56µM*	?	?
O=[N+]([O-])c1cc(Cl)ccc1-c1nc(-c2ccncc2)no1	-2	-8%	-10%	8%	3%	11%	-14%	3%	-9%
COc1cccc(NC(=O)/C=C/c2ccc(S(=O)(=O)N3CCOCC3)cc2)c1	1	2%	-32%	23%	3%	4%	-6%[12.7 µM]	3%	1%
COc1ccccc1N(C)S(=O)(=O)c1ccc(C)c(C(=O)N2CCCCCC2)c1	1	-1%	-3%	1%	1%	2%	-44%	22%	10%
Cc1ccc(CN2COc3ccc4c(-c5ccccc5)cc(=O)oc4c3C2)cc1	-2	22%	1%	3%	24%	i	27%[59 µM]	89%[activator]	2%
COC(=O)c1ccc(COC(=O)CNC(=O)CNC(=O)c2ccc(C)cc2)cc1	4	0%	8%	-3%	-7%	-13%	-2%	46%[activator]	-29%
Cc1c(-n2c(SC(C)C(=O)NC(N)=O)nc3ccccc3c2=O)c(=O)n(-c2ccccc2)n1C (stereo not drawn)	-19	0%	?	3%	-4%	6%	0%	16%	-1%
C=CCN1C(=O)/C(=C\c2cc(Br)c(OCc3ccccn3)c(OC)c2)SC1=S	3	1%	-35%	0%	6%	i	?	-11%	?
CC(=O)N(C)c1ccc(OCC(O)CN(c2ccccc2C)S(=O)(=O)c2ccc(C)cc2)cc1 (stereo not drawn)	0	-1%	-21%	-7%	-1%	-4%	25%	11%	-25%
O=C(Nc1cnn(Cc2ccc(Cl)cc2)c1)c1ccc([N+](=O)[O-])cc1	5	2%	?	7%	-5%	1%	1%	5%	-9%[57.1 µM]
O=C(O)CCc1nc(-c2ccccc2Cl)no1	8	7%	-6%	3%	5%	2%	-23%[59 µM]	26%	-39%
CC(O)c1cccc(NC(=O)CCC(=O)O)c1 (stereo not drawn)	1	-2%	-5%	·	2%	-3%	25%	31%	7%
COCCCNC(=O)Cn1cc2c(n1)CCCCC2	0	2%	-18%	1%	1%	-9%	-38%[59 µM]	45%[activator]	0%
CCS(=O)(=O)c1c(S(=O)(=O)CC)c2cc(C(C)(C)C)ccn2c1C(=O)c1ccc(F)cc1	3	-8%	-3%	9%	-5%	i	-17%[59 µM]	24%	-7%
Cc1oc2nc(SCC(=O)N3CCCCC3)nc(N)c2c1C	2	-9%	-14%	-17%	0%	0%	-4%[59 µM]	16%	-25%
Cc1nnc(SCc2cc(=O)[nH]c(N3CCCCC3)n2)s1	0	-10%	-1%	-6%	3%	2%	·	28%	·
CCOC(=O)N1CCC(NC2CCCCCCC2)CC1	-6	-1%	7%	-4%	-1%	3%	-43%[59 µM]	26%	29%
CCCc1cc2c(cc1NC(=O)c1ccccc1F)OCO2	4	-13%	6%	-9%	0%	i	6%	31%	-4%
CC(C)(CCC(=S)N1CCOCC1)c1ccccc1	-3	1%	-7%	5%	-3%	-8%	·	7%[57 µM]	·
Cc1[nH]c2ccc(C(=O)NCCN3CCOCC3)cc2c1C	4	0%	-14%	8%	0%	-4%	·	8%[57 µM]	?
Cc1ccc(CNn2cn[nH]c2=S)cc1	-1	8%	8.9µM*	-4%	-9%	2%	·	38%[activator]	·
C[C@@H](NC(=O)/C(C#N)=C/c1ccc(O)c(O)c1)c1ccccc1	0&2	67%[activator]	40µM*	9%	2%	-13%	2.8µM*	?	35µM*
CC(=O)c1ccc(NC(=O)CSc2nnc(C3CC3)n2C2CC2)cc1	2	1%	-9%	-7%	1%	5%	·	-1%	·
CC1(C)C=Cc2cc(-c3coc4cc(O)cc(O)c4c3=O)cc(O)c2O1	4	-4%	-16%	-3%	-18%	-9%	·	26%	·
CCCCCCCCCCCCCCCC(=O)NCCO	2&0&0	-2%&-18%	-22%	3%	?	-5%	-32%[59 µM]	24%	-1%
Cc1ccc(C(C)C)c(OCC(O)CNC2CCCC2)c1 (stereo not drawn)	0	-5%	0%	-1%	0%	-3%	10%	23%	-8%
NC(=O)c1ncn([C@@H]2O[C@H](CNCc3ccc(OCC(=O)Nc4ccccn4)cc3)[C@@H](O)[C@H]2O)n1	7	-12%	1%	-4%	2%	i	·	31%	·
O=C(CN1C(=O)C2CCCCC2C1=O)Nc1nc(-c2ccccn2)cs1 (stereo not drawn)	7	-15%	79µM*	-14%	2%	-13%	?	?	35µM*
O=C(NCc1ccco1)Nc1cccs1	-11	13%	-16%	-3%	0%	-7%	?	-3%	?

Overlap with the part before: two entries, followed by the next part.
SMILES	PI4K2A block	GLS inh	JMJD2A Tudor inh	ERG-DNA inh	Pin1 inh	Tb PGK inh	G9a inh	HP1b chromo inh	BAZ2B block
O=C(CN1C(=O)C2CCCCC2C1=O)Nc1nc(-c2ccccn2)cs1 (stereo not drawn)	7	-15%	79µM*	-14%	2%	-13%	?	?	35µM*
O=C(NCc1ccco1)Nc1cccs1	-11	13%	-16%	-3%	0%	-7%	?	-3%	?
O=C(N/N=C/c1ccncc1)c1ccccc1[N+](=O)[O-]	-1	1%	-6%	13%	5%	i	10%[59 µM]	39%[activator]	-16%
C=CCNC(=O)CN1CCC(n2c(C)nc3cc(C(F)(F)F)ccc32)CC1	-1	7%	-6%	-1%	8%	-1%	-30%[59 µM]	19%	-1%
CC(=O)Oc1ccc2c(c1)OC(c1ccccc1)CC21CC(C)(C)NC(=S)N1 (stereo not drawn)	-2	-4%	?	0%	0%	0%	?	4%	-38%
O=C(N/N=C/c1c[nH]c2ccccc12)c1cccc(O)c1	-1	0%	5%	-10%	1%	-10%	33%	36%	-5%
CC1CN(S(=O)(=O)c2cccc(C(F)(F)F)c2)C(C)N1C(=O)N1CCOCC1 (stereo not drawn)	-3	-7%	-14%	-1%	3%	-2%	0%[59 µM]	27%	-8%
CC(=O)Nc1ccc(-c2cn3ccsc3n2)cc1	-4	-8%	3%	-4%	0%	7%	4%[12.7 µM]	25%	-17%
O=C(CSc1nc2ccccc2o1)N1CCN(c2ccccc2)CC1	-8	12%	-9%	2%	-8%	1%	?	38%	-28%
O=C(Cc1cn2ccsc2n1)Nc1nc2c(s1)CN(Cc1ccccc1)CC2	-15	-20%	?	3%	61%[activator]	-3%	-4%[59 µM]	30%	-2%
CCOc1cc(C2Nc3ccccc3C(=O)N2c2ccccc2)ccc1O (stereo not drawn)	7	2%	-1%	6%	0%	-3%	20%	18%	-5%
CC(=O)c1sc(N/N=C\c2c(O)ccc3ccccc23)nc1C	-2	4%	?	23%	?	0%	·	97%[activator]	·
Cc1ccc(C)c(OCCC(=O)OCC(=O)NC(=O)NC2CCCC2)c1	-4	-2%	-10%	-9%	2%	-11%	-21%	31%	-2%
O=C(O)c1ccc(Nc2nc(-c3ccccc3)nc3ccccc23)cc1	-1	58%[activator]	40µM*	0%	-1%	·	?	31%	5%

Source: PubChem
